# Compound activity from PubChem.
# LDHA block: qHTS assay for inhibitors of human lactate dehydrogenase | purified LDHA, NADH/diaphorase-resazurin fluorescence; stronger effect = lower value | activity change, % (values are at about 110 or 230 µM) | 480,000 tested, 0.15% active; in the data active means activity change below about -30%; inconclusive means mostly about -25% to -30%;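 further: plate controls were DMSO wells for no effect and wells without enzyme for full effect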
#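 Human LDH5 at 2 nM final in Tris HCl pH 7.4 with 0.06 mM NADH and 0.2 mM pyruvate, reacted 5 minutes at room temperature. Remaining NADH coupled via diaphorase/resazurin; resorufin fluorescence read at 0 and 20 minutes, normalized to enzyme-free and DMSO wells.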
# Pol iota inh: qHTS for Inhibitors of Polymerase Iota; 390,000 tested, 1% active; Pol iota fluorescent replication assay, 10 min; DNA polymerase iota (Homo sapiens), Q9UNA4; Potency, µM (series often up to 115 µM), for the others: top-dose activity, negative = inhibition, actives largely listed as inhibitors; further: potency means the concentration at half of the fitted maximal effect
#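 Fluorescent replication assay read twice, at 0 min and 10 min after adding 50 nM (final) substrate. Enzyme (10 nM) and compounds were first incubated 15 min at room temperature; enzyme-free buffer wells were negative controls.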
# POLK inh: qHTS for Inhibitors of Polymerase Kappa; DNA polymerase kappa (Homo sapiens), Q9UBT6; purified Pol kappa, fluorescent DNA synthesis assay, 10 min; Potency, µM (highest dose often 107 µM), for inactives: top-dose activity, negative = inhibition, actives largely listed as inhibitors; 400,000 tested, 0.53% active; further: potency means the concentration at half of the fitted maximal effect; on the % scale 0 is the no-effect control and ±100 the full control effect
#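 Activity was followed as the change in fluorescence between reads at 0 and 10 min after starting the reaction with 50 nM substrate. Beforehand, 10 nM polymerase had been preincubated with compound for 15 min at room temperature.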
# Anesthetic bind: qHTS Assay for Identification of Novel General Anesthetics. 350,000 tested, 0.074% active. Potency, µM (highest dose often 77.5 µM), without a hit: at the highest dose activity change, negative = displacement, usual class: inhibitors. apoferritin/1-aminoanthracene competitive binding, fluorescence. AID 485281, 2010; further: potency means the concentration at half of the fitted maximal effect; on the % scale 0 is the no-effect control and ±100 the full control effect; nearly all actives have a fitted effect of over 20% in size
#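 Concentration-response curves derived by four-parameter Hill fitting of normalized fluorescence, where compounds displaced 1-AMA from 10 uM horse apoferritin following a brief 10 min room-temperature incubation; propofol titration acted as positive control.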
# APE1 inh: qHTS Assay for Inhibitors of the Human Apurinic/apyrimidinic Endonuclease 1 (APE1). 350,000 tested, 0.35% active. Potency, µM (series often up to 65.8 µM), for the others: at the highest dose activity change, negative = inhibition, hits mostly inhibitors. AID 2517, 2012. DNA repair nuclease/redox regulator APEX1 (Homo sapiens), P27695. recombinant APE1, TAMRA/BHQ-2 abasic DNA cleavage fluorescence;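 further: potency means the concentration at half of the fitted maximal effect; plate controls were vehicle for no effect and reference inhibitor for full effect; nearly all actives have a fitted effect of over 55% in size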
# Target sequence (P27695 whole entry, looked up): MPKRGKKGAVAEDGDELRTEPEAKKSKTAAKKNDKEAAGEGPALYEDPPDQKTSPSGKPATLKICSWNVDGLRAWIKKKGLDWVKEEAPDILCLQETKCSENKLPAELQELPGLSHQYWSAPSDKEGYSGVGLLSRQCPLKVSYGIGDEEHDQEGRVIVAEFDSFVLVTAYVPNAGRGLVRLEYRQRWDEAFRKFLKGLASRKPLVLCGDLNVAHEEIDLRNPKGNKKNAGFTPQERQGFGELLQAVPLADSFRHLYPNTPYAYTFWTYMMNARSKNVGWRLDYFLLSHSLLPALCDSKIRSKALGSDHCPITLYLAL
#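 Incision of a quenched TAMRA/BHQ-2 THF abasic-site duplex (50 nM) by 0.75 nM APE1, after 15 min compound preincubation, measured as fluorescence increase over three 60 s reads. Values normalized to buffer, DMSO and NSC13755 control wells.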
# POLH inh: qHTS for Inhibitors of Polymerase Eta. 390,000 tested, 1.2% active. Potency, µM (top dose mostly 114 µM), without a hit: at the top dose activity change, negative = inhibition, most hits filed as inhibitors. AID 588591, 2011. recombinant Pol eta, fluorescent DNA replication assay. DNA polymerase eta (Homo sapiens), Q9Y253; further: potency means the concentration at half of the fitted maximal effect; on the % scale 0 is the no-effect control and ±100 the full control effect
# Target sequence (Q9Y253 whole entry, looked up): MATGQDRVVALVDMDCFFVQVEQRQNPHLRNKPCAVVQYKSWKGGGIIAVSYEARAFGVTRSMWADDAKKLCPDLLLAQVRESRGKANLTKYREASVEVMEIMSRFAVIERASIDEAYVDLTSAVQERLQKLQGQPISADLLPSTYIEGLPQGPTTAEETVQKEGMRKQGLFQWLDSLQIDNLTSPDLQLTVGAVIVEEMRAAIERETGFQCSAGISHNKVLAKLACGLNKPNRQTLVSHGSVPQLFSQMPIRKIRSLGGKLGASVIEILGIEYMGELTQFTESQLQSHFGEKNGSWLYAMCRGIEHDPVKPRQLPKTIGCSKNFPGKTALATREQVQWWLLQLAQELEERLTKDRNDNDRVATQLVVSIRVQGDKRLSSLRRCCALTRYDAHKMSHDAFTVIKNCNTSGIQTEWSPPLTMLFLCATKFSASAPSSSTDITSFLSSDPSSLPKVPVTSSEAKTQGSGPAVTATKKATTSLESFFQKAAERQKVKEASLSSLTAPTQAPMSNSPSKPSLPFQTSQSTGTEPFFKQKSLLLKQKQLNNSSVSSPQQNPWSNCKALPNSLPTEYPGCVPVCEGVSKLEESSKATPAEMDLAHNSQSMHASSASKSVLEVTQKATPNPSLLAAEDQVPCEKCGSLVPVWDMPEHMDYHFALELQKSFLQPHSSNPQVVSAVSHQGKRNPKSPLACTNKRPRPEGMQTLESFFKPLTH
#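 Pol eta (10 nM) was preincubated with compounds for 15 min at room temperature, after which fluorescent replication substrate (50 nM final) was added to start the reaction. Fluorescence was read kinetically at 0 and 10 min.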
# Pol beta inh: qHTS Assay for Inhibitors of DNA Polymerase Beta | Pol beta primer extension/strand displacement, fluorescence kinetic | P06746 | 340,000 tested, 1.3% active | AID 485314, 2010 | Potency, µM (series often up to 114 µM), inactives show at the highest dose activity change, negative = inhibition, actives largely listed as inhibitors; further: potency means the concentration at half of the fitted maximal effect; on the % scale 0 is the no-effect control and ±100 the full control effect
#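 Kinetic readout of DNA synthesis with strand displacement by Pol beta. Compound and 10 nM enzyme sit 15 min at room temperature; 50 nM substrate starts the reaction, read immediately and at 10 min.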
# BLM inh: qHTS Assay for Inhibitors of Bloom's syndrome helicase (BLM); RecQ-like DNA helicase BLM (Homo sapiens), P54132; recombinant BLM DNA unwinding, fluorescence dequenching; Potency, µM (titrated, usually from 56.1 µM), without a hit: at the top dose activity change, negative = inhibition, hits mostly inhibitors; 350,000 tested, 0.2% active; AID 2528, 2010;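 further: potency means the concentration at half of the fitted maximal effect; plate controls were vehicle for no effect and no enzyme for full effect; nearly all actives have a fitted effect of over 35% in size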
# GRP78 ERSR act: qHTS for Inducers of the Endoplasmic Reticulum Stress Response (ERSR) in Human Glioma: qHTS | U87-MG GRP78 promoter luciferase reporter, 16 h | Potency, µM, without a hit: top-dose activation, hits mostly activators | 420,000 tested, 0.02% active | AID 602332, 2012; further: potency means the concentration at half of the fitted maximal effect; series mostly up to about 76 µM; % of control where 0% means no effect; nearly all actives have a fitted effect of over 35% in size
#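 Stably transfected U87-MG glioma cells carrying a GRP78-based luciferase sensor; 16 h compound incubation. Luminescence end-point read 10 min after Bright-Glo addition at room temperature.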
# Numbers without * were called inactive; ? = inconclusive; . = no result given; [ ] = another dose, or the depositor's remark. Unless noted, the call rests on the fitted dose curve; in most records, active means well fitted curve in the direction sought with a large enough effect; inconclusive means small, poorly fitted or top-dose-only effect, or another doubt; inactive means no such curve, though single readings can be large; an effect the other way counts as inactive or inconclusive.
SMILES,LDHA block,Pol iota inh,POLK inh,Anesthetic bind,APE1 inh,POLH inh,Pol beta inh,BLM inh,GRP78 ERSR act
C=CCN1C(=O)[C@@H]2Cc3c([nH]c4ccccc34)C(c3ccc(O)cc3)N2C1=S (stereo partly specified),-0.9,26.1%,2.8%,-10.4%,30.2%,-15.5%,-0.4%,-15.9%,-5.2%
COc1ccc(S(=O)(=O)N2N=C(c3ccc(NS(C)(=O)=O)cc3)CC2c2ccco2)cc1 (stereo unspecified),2.3,?,10.0%,-3.9%,?,-3.6%,-5.4%,-10.6%,-2.1%
Cc1ccc(S(=O)(=O)c2ccc(Cl)cc2)cc1S(=O)(=O)NC(C)C(=O)O (stereo unspecified),-2.4,-7.5%,-10.0%,1.3%,4.1%,-10.9%,8.5%,-3.5%,-1.2%
CCCN1C(=O)c2ccccc2NC1c1ccc(OC)c(COc2ccc([N+](=O)[O-])cc2)c1 (stereo unspecified),-2.8,7.6%,5.0%,.,.,.,.,.,-1.9%
COc1ccc(CC(=O)NC2CC(=O)N(c3cccc(F)c3)C2)cc1 (stereo unspecified),-12.6,6.0%,-6.7%[60.1 µM],9.7%,.,-14.4%,-0.5%,-11.0%,-3.7%
O=C(CCC1CCCC1)Nc1ccc([N+](=O)[O-])cn1,-3.2,-2.6%,-3.3%,-23.8%,3.5%,-24.8%,2.3%,-2.8%,0.9%
COc1cc(OC)c(NC(=O)c2cnn(-c3ccccc3)c2-n2cccc2)cc1Cl,-9.5,?,-2.3%,-13.1%,.,-0.2%,50.1µM*,-1.9%,-2.0%
CCOc1ncccc1C(=O)NC(C)CCc1ccccc1 (stereo unspecified),-6.6,135.8%[activator],0.6%,-10.8%,5.3%,-20.4%,17.7%,-4.4%,-1.9%
COc1ccccc1NC(=O)Cn1cnc2sc(C(=O)NCc3ccco3)c(C)c2c1=O,-7.6,-6.7%,-11.7%,?,-4.1%,-16.6%,2.7%,-0.8%,0.3%
COc1cc([C@@H]2C[C@H]3CN(c4ccccc4)C(=O)[C@]34CCCN24)cc(OC)c1OC,-2.6,5.9%,0.0%,-11.7%,15.4%,-18.9%,30.0%,-4.9%,-4.9%
O=C1CC(N2CCC(c3nc4ccccc4o3)CC2)C(=O)N1Cc1cccs1 (stereo unspecified),0.5,-1.1%,-22.8%,8.2%,-1.6%,-14.2%,2.1%,0.0%,-2.0%
CCc1nnc(NC(=O)c2ccc(S(=O)(=O)N3CCCC(C)C3)cc2)s1 (stereo unspecified),-3.4,-1.0%,-10.0%,2.0%,16.3%,-24.0%,-19.3%,-3.7%,-2.7%
Cc1ccc(C2CC(=O)Nc3c2ccc2ccccc32)cc1[N+](=O)[O-] (stereo unspecified),-6.8,81.9%[activator],-7.7%,4.6%,-9.6%,-1.1%,10.6%,-3.9%,-3.4%
Cc1ccc(C)c(N2CCN(S(=O)(=O)c3ccc(-c4cc(C)no4)s3)CC2)c1,1.0,-5.1%,6.9%,-16.2%,-17.0%,-0.9%,25.1%,-7.6%,-3.9%
O=C(Oc1cccc2cccnc12)c1cccc([N+](=O)[O-])c1,20.1,-12.5%,-12.8%,-10.6%,-0.1%,-4.9%,6.2%,-0.2%,2.6%
COc1ccc(C2NC(=O)NC(C)=C2C(=O)OC2CCCC(C)C2)cc1 (stereo unspecified),-3.3,64.6%[activator],-4.3%,?,-0.5%,-10.0%,1.8%,-2.6%,-5.8%
Cn1c(O)c(N=NC(=O)c2cc(-c3cccs3)nc3ccccc23)c2ccccc21,-1.8,24.7%,-13.7%,2.5%,?,-19.6%,35.8%,-7.4%,-1.8%
CNC(=O)c1ccc2nc(-c3ccco3)c(-c3ccco3)nc2c1,13.5,8.91µM*,8.91µM*,.,.,.,.,.,-3.7%
Nc1ccccc1C(=O)NNC1=C(C(=O)C(F)(F)F)CCC1,0.7,18.1%,-17.1%,-11.5%,-2.5%,4.0%,1.5%,-3.8%,7.5%
CCc1ccc(CN(C)Cc2nc(COc3ccccc3)no2)nc1,-1.9,172.7%[activator],-7.8%,-9.1%,-4.4%,-24.7%,-20.5%,-0.4%,-2.1%

# Overlap with the part before: 3 compounds; new compounds follow.
SMILES,LDHA block,Pol iota inh,POLK inh,Anesthetic bind,APE1 inh,POLH inh,Pol beta inh,BLM inh,GRP78 ERSR act
CNC(=O)c1ccc2nc(-c3ccco3)c(-c3ccco3)nc2c1,13.5,8.91µM*,8.91µM*,.,.,.,.,.,-3.7%
Nc1ccccc1C(=O)NNC1=C(C(=O)C(F)(F)F)CCC1,0.7,18.1%,-17.1%,-11.5%,-2.5%,4.0%,1.5%,-3.8%,7.5%
CCc1ccc(CN(C)Cc2nc(COc3ccccc3)no2)nc1,-1.9,172.7%[activator],-7.8%,-9.1%,-4.4%,-24.7%,-20.5%,-0.4%,-2.1%
Cc1ccc(S(=O)(=O)Cc2ccc(C(=O)NCc3cccs3)o2)cc1,-3.6,13.9%,-10.6%,-9.4%,11.0%,-11.6%,-13.6%,-4.3%,-3.9%
Cc1cccc(-c2oc3ccc(-c4ccc5c(c4)OCO5)cc3c2C(=O)OCc2ccc(O)cc2)c1,-3.3,-26.7%,-8.8%,-9.0%,50.2%,-6.7%,-0.1%,-3.6%,-4.5%
CCC1CCCCN1CCCNC(=O)Cn1nc(-c2ccc(C)cc2)ccc1=O (stereo unspecified),1.0,22.5%,-0.9%,-21.7%,-2.5%,-6.6%,26.8%,-6.5%,-1.6%
Cc1cnc(NC(=O)C2CC(=O)N(c3ccc4c(c3)OCCO4)C2)s1 (stereo unspecified),1.9,-4.3%,-9.7%,.,-0.8%,-4.1%,.,.,-4.7%
CN(Cc1ccccc1)C(=O)CN1C(=O)C2C3C=CC(C3)C2C1=O (stereo unspecified),-5.5,31.7%[activator],-2.2%,11.9%,2.7%,-13.2%,19.7%,3.0%,0.8%
O=C(c1cnccn1)N1CCC2(CC1)CCN(c1ccncc1)CC2,.,.,6.0%[60.1 µM],.,6.8%,.,.,-5.5%,-3.6%
CN(C(=O)c1ccc(NC(=O)Cc2cccc([N+](=O)[O-])c2)cc1)C1CC1,2.5,14.9%,14.6%,.,-3.2%,-5.2%,.,.,-0.9%
CSc1cccc(NC(=O)c2ccccn2)c1,.,.,.,-18.6%,-4.0%,.,73.7%,-3.4%,.
CC(C)(C)N=C1NN=C(c2ccc(Cl)cc2)CS1,-0.5,-8.6%,15.2%,-10.7%,1.5%,-14.9%,22.5%,-7.7%,2.1%
CC(/C=C1\SC(=S)N(C(C(=O)O)c2ccccc2)C1=O)=C\c1ccccc1 (stereo unspecified),-3.0,?,?,7.2%,18.5%,89.1µM*,17.9%,-2.7%,-4.1%
COc1ccc(CN(C)C(C)C(=O)N(C)CC(=O)Nc2ccc(C)cc2)cc1F (stereo unspecified),-0.7,7.8%,-0.7%,.,17.0%,-17.3%,.,.,-2.0%
COc1ccc(C(=O)N2CCN(c3cccc(Cl)c3)CC2)cc1,-2.3,29.5%,0.7%,-9.1%,-1.1%,-16.0%,18.8%,-9.5%,-1.3%
Cc1cc(-c2onc(C)c2C(N)=O)no1,-6.0,46.3%[activator],-5.7%,3.4%,16.5%,1.8%,55.9%[activator],-1.4%,-3.3%
CC(=O)NCCNc1ncncc1-c1ccccc1C(F)(F)F,.,.,-1.6%[60.1 µM],-3.2%,0.3%,.,.,5.2%,-3.6%
COC(=O)[C@]1(Cc2ccccc2)N[C@H](CN(C)C(=O)COc2ccccc2)[C@@H]2C(=O)N(C)C(=O)[C@@H]21,-0.7,46.7%[activator],5.2%,.,16.1%,-24.3%,.,.,-4.7%
COc1ccc(-c2ccc(OC)c([C@H]3[C@H]4C=CC[C@@H](C)[C@@H]4C(=O)N3Cc3ccccc3)c2)cc1C,0.4,17.6%,7.3%,5.2%,0.8%,-10.8%,0.7%,-3.1%,-3.8%
O=C(O)CSCc1nc2scc(-c3ccccc3)c2c(=O)[nH]1,-7.5,119.4%[activator],-7.9%,-8.3%,6.3%,-13.3%,-29.3%,-4.7%,-2.2%
O=C(CSc1nnc(-c2ccco2)o1)c1ccc[nH]1,0.5,14.1µM*,?,-22.0%,3.5%,?,14.1µM*,?,-4.0%
CCN(CC)c1cc2c(cc1F)c(=O)c(S(=O)(=O)c1ccc(C)cc1)cn2Cc1ccc(F)cc1,-2.6,23.9%,-8.5%,-20.2%,.,-17.4%,-28.2%,-5.9%,2.4%
CCCCC(c1nnnn1CS(=O)(=O)c1ccc(C)cc1)N1CCN(c2ccccc2)CC1 (stereo unspecified),2.9,13.8%,-6.6%,-7.3%,-1.8%,-2.2%,1.0%,-10.1%,-3.1%
O=C(c1nc2n(n1)C(c1ccc(Cl)cc1)C=C(c1ccccc1)N2)N1CCOCC1 (stereo unspecified),-1.9,11.0%,1.5%,973.3%[activator],0.4%,-6.2%,-24.5%,2.4%,-2.6%
CC(=O)Nc1ccc(NC2CCCCC2NS(=O)(=O)c2ccc(Cl)cc2)cc1 (stereo unspecified),0.9,-1.3%,-5.7%,-0.7%,28.4%,-22.2%,18.6%,-5.2%,1.9%
O=C(N/N=C/c1oc(O)c2ccccc12)c1ccccc1,-1.6,24.8%,0.6%,-8.1%,-1.6%,-16.3%,-0.8%,-13.5%,2.3%
Cc1nc(C)c(-c2nnc(-c3cccc(S(=O)(=O)N(C)C)c3)o2)cc1C(=O)NN,-17.9,-16.5%,-3.6%,4.9%,2.1%,-1.8%,26.7%,1.0%,-2.8%

# A portion of the library. The share of hits here may be higher or lower than overall.
